Source: PubChem BioAssay (The Scripps Research Institute Molecular Screening Center)
GSTO1 counter: counter-screen for RBBP9 inhibitors: inhibitors of human GSTO1; inhibition, % at 5.96 µM; recombinant GSTO1, activity-based probe fluorescence polarization; P78417; 1.1% of 300,000 active; AID 1974;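 active means inhibition above the campaign mean inhibition plus 3 SD, cut at about 35% in these data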;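 further: 0% = GSTO1-1 with DMSO and 100% = wells lacking GSTO1-1 enzyme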
Target sequence (P78417 whole entry, looked up): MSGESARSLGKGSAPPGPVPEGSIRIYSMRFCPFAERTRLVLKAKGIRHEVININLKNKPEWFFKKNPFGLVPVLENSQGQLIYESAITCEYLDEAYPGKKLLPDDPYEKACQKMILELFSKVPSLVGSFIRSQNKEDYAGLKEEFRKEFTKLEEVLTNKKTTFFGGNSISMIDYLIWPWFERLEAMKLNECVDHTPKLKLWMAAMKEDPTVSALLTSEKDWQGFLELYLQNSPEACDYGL
PREPL inhibitor: inhibits the human prolyl oligopeptidase-like enzyme | Q4J6C6 | recombinant PREPL, fluorescence polarization activity-based probe | inhibition, % at 5.96 µM | 0.68% of 320,000 active; in the data active means inhibition above about 43%;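 further: 0% = enzyme with DMSO and 100% = wells lacking enzyme; many of its hits are not listed in these tables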
LYPLA2 inh: counter-screen for PME1 inhibitors: inhibitors of human LYPLA2 | O95372 | recombinant LYPLA2, FP-Rh probe fluorescence polarization | inhibition, % at 5.9 µM | 0.38% of 320,000 active;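 active means inhibition above the screen-wide mean plus 3 SD, limit set per campaign, cut at about 26% in these data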;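 further: 0% = LYPLA2 with DMSO and 100% = wells lacking LYPLA2 enzyme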
Target sequence (O95372 whole entry, looked up): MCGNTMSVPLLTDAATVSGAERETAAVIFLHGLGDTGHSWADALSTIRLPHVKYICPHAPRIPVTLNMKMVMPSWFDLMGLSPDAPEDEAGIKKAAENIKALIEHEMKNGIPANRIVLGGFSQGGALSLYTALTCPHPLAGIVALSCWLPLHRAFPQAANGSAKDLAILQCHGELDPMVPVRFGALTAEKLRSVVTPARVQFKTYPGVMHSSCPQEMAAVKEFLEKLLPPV
LYPLA1 counter: counter-screen for PME1 inhibitors: inhibitors of human LYPLA1; O75608; recombinant LYPLA1, FP-Rh probe fluorescence polarization; inhibition, % at 5.9 µM; 0.16% of 320,000 active;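 active means inhibition above the mean of all tested compounds plus 3 SD, set per campaign, cut at about 14% in these data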;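 further: inhibitors block serine hydrolase probe labeling of LYPLA1 so polarization falls; 0% = enzyme with DMSO and 100% = wells lacking LYPLA1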
Target sequence (O75608 whole entry, looked up): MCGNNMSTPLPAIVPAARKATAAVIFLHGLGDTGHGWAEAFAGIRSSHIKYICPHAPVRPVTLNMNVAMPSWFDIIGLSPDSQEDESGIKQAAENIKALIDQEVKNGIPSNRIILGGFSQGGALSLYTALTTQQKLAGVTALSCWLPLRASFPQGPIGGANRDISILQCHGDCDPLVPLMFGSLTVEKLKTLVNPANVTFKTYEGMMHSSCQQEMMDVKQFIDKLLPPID
ZTA counter: ZTA (EBV) inhibition in EBNA-1 counter-screen. inhibition, % at 11 µM. ZTA-DNA binding, fluorescence polarization. 0.15% of 320,000 active. P03206; in the data active means inhibition above about 33%
PAFAH2 FP inh: PAFAH2 (human) inhibition; 0.99% of 340,000 active; recombinant PAFAH2, FP-rhodamine activity probe, fluorescence polarization; inhibition, % at 3.39 µM; AID 492956;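 active means inhibition above the mean over all tested compounds plus 3 SD, cut at about 30% in these data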;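 further: inhibitors block probe labeling of enzyme so polarization drops; 0% = enzyme with DMSO and 100% = wells lacking PAFAH2 protein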
PAD4 inh: PAD4 (human) enzyme inhibition | recombinant PAD4, RCA probe fluorescence polarization | 0.41% of 330,000 active | Q9UM07 | inhibition, % at 6.36 µM | AID 485272;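 active means percent inhibition above a cutoff equal to the mean of all tested compounds plus 3 SD, cut at about 15% in these data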;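 further: 0% = PAD4 with RCA probe and DMSO and 100% = probe without PAD4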
PAFAH1B3 inh: PAFAH1B3 (human) inhibition. AID 492972. 0.28% of 340,000 active. Q15102. inhibition, % at 3.39 µM. recombinant PAFAH1B3, FP-rhodamine probe, fluorescence polarization;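 active means inhibition above the screen-wide average of all tested compounds plus 3 SD, cut at about 25% in these data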;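 further: 0% = enzyme with DMSO only and 100% = wells lacking PAFAH1B3 protein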
Target sequence (Q15102 whole entry, looked up): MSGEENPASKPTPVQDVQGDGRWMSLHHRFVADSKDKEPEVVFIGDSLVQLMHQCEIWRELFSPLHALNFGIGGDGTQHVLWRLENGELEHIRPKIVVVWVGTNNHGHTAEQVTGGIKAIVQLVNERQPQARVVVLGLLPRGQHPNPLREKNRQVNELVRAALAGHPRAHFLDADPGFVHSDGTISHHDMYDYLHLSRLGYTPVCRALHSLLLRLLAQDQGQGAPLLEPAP
EBNA-1 inh: blocks EBNA-1 binding to DNA. EBNA-1 DNA binding, fluorescence polarization. inhibition, % at 14.8 µM. 0.34% of 300,000 active. AID 1950; in the data active means inhibition above about 28%
The depositor's hits bear a star; · = no result given. Some of the compounds tested; the hit share may differ from the screen's.

molecule	GSTO1 counter	PREPL inhibitor	LYPLA2 inh	LYPLA1 counter	ZTA counter	PAFAH2 FP inh	PAD4 inh	PAFAH1B3 inh	EBNA-1 inh
CC(C)(C)c1ccc(C(=O)NCc2nnc(SCC(=O)NCC3CCCO3)o2)cc1 (stereo not drawn)	-1	8	7	2	-11	-2	5	7	0
CCOC(=O)C1CCN(CCC(=O)Nc2ccc(Br)cc2)CC1	5	8	1	-2	5	2	-1	6	5
COC(=O)C1C(=O)c2c([nH]c(C(=O)OC3CCCCC3)c2C)CC1C (stereo not drawn)	2	-2	-3	0	10	-3	3	17	0
COc1cccc(NC(=O)COC(=O)CNS(=O)(=O)c2c(F)cccc2F)c1	6	11	-3	-3	9	5	-5	4	5
CC12CCC(=O)N1C(C(=O)Nc1nc(-c3ccc(F)c(F)c3)cs1)CS2 (stereo not drawn)	-5	-5	-2	-2	6	1	-2	1	-17
COCCn1c(SCc2ccc(F)cc2)nc2c1c(=O)[nH]c(=O)n2C	3	14	-1	0	-6	8	2	7	-2
O=[N+]([O-])c1ccc(N2CCOCC2)cc1N1CCCCC1	3	9	9	1	-6	4	-8	8	-1
CCn1c2ccccc2c2cc(NC(=O)C(C)Oc3ccccc3)ccc21 (stereo not drawn)	1	9	5	0	3	0	-2	6	-5
O=C(NC1(C(F)(F)F)NC(=O)N(Cc2cccnc2)C1=O)c1ccccc1 (stereo not drawn)	0	-2	4	1	10	3	3	6	9
CC(C)c1ccc(NC(=O)C(c2ccccc2)N2CC(=O)Nc3ccccc32)cc1 (stereo not drawn)	1	8	-10	-1	0	-2	0	2	10
COC(=O)COc1ccc(S(=O)(=O)NCc2ccc3c(c2)OCO3)cc1	-1	7	-2	-2	-8	3	0	12	-8
COC(=O)C1=C(C)N(C)C(=O)NC1c1ccc(C)cc1 (stereo not drawn)	3	-6	7	2	-12	-1	0	3	-9
Cc1cccn2c(=O)c(/C=C(\C#N)C(=O)NCc3ccco3)c(N3CCOCC3)nc12	5	-6	-3	0	-7	·	3	·	2
COCCN(C(=O)Nc1ccc(OC)cc1OC)C1CCN(C(C)C)CC1	6	0	-1	2	5	4	2	10	0
COCCn1c(Cc2ccccc2)nnc1SCC(=O)N1CCCC1=O	·	22	-2	-3	4	5	-5	1	·
O=C(CCNS(=O)(=O)c1ccc(Br)cc1)NC1CCN(Cc2ccccc2)CC1	1	14	-3	3	6	0	2	8	3
CC(C)N(C(=O)CS(=O)(=O)c1ccc(Cl)c(Cl)c1)C(C)C	-6	13	-1	-1	0	2	4	9	2
CC(=O)c1ccc(NC(=O)CO/N=C(\C)c2cccs2)cc1	-7	-9	4	2	6	3	0	-2	-8
COc1cc(-c2noc(-c3cccc(Cl)c3)n2)cc(OC)c1OC	-2	0	6	1	2	-2	-4	10	5
Cc1ccnc2c(N3C(=O)C4C5c6ccccc6C(c6ccccc65)C4C3=O)cccc12 (stereo not drawn)	-2	-12	6	-2	-1	0	0	-8	0
N#CC1=C(N)Nc2ncnn2C1c1ccc(F)cc1 (stereo not drawn)	-6	0	10	5	8	-6	1	8	9
COc1ccc(N2CCN(C(=O)CSc3nnc(-c4cccnc4)n3-c3ccccc3)CC2)cc1	-5	13	10	1	2	-4	-2	-7	-8
CCOC(=O)C(CC(=O)O)N1CCCCC1 (stereo not drawn)	3	12	0	0	-20	-4	3	2	4
Cc1ccccc1NC(=S)N(Cc1ccccc1)Cc1cccs1	2	0	11	-1	-6	-7	-1	9	15
COc1ccc(OC)c(-c2csc(N(CC3CCCO3)C(=O)C3CCCCC3)n2)c1 (stereo not drawn)	16	6	1	4	4	1	-3	1	3
COC(=O)C1N[C@@H]([C@@H](NC(=O)COc2ccccc2)C(=O)NCc2ccccc2)SC1(C)C (stereo partly drawn)	15	1	-15	-6	5	4	-15	4	-11
Cn1nc(C(=O)Nc2ccc(S(=O)(=O)N3CCCCC3)cc2)c2ccccc2c1=O	-4	-8	-7	-8	-5	4	-3	1	-6
COc1ccc(CCNC(=O)c2ccccc2N(C)S(=O)(=O)c2ccccc2)cc1	-4	-3	-1	1	-16	2	-5	2	-2
C/C(=C(\C#N)C(=O)NCc1ccccc1)N(C)C	8	3	8	4	6	0	0	3	-3
CCCCNC(=O)NNC(=O)COc1cccc(C)c1C	-3	15	-1	1	-14	-1	3	4	3
CCOC(=O)CCNC(=O)N1CCCC(C(=O)c2ccc3c(c2)OCO3)C1 (stereo not drawn)	9	14	-5	2	-8	5	-3	5	2
Cc1ccc(NC(=O)c2cccnc2)cc1S(=O)(=O)N(C)C	7	-1	3	3	9	7	0	1	9
O=C(NNC(=S)Nc1ccc(Br)cc1Cl)c1ccncc1	6	-6	16	4	-3	6	-4	7	14
CCOC(=O)C1CCCN(CC(O)COc2ccc(OC)cc2C(C)(C)C)C1 (stereo not drawn)	-1	28	0	1	-11	-1	-4	4	-9
COc1cccc(C2CC(c3c(Cl)cccc3Cl)n3nc(N)nc3N2)c1 (stereo not drawn)	8	6	-1	-9	-1	5	2	5	-2
CC1(C)CC(=O)C=C(c2ccc(F)cc2OCc2ccccc2)C1	·	4	5	-3	13	4	-3	0	·
O=C(Nc1cc(-c2nc3ncccc3o2)ccc1Cl)c1ccc2c(c1)OCO2	·	-2	-3	-2	-12	-2	6	-5	·
Cn1c(=O)c(C(=O)COC(=O)c2cc(C3CC3)nc3ccccc23)c(N)n(Cc2ccccc2)c1=O	-10	-17	-54	-27	-7	·	-5	·	-1
CC(NC(=O)c1ccc(NC(=O)c2ccco2)cc1)c1ccccc1 (stereo not drawn)	-3	3	1	2	-10	-3	-2	-2	-2
COC(=O)c1cc(OC)c(OC)cc1NC(=S)N1CCN(Cc2ccccc2)CC1	-1	21	0	1	-12	6	1	0	-1
CSCCC(NS(=O)(=O)c1ccc2c(c1)oc(=O)n2C)C(=O)NCc1ccccc1 (stereo not drawn)	1	11	-2	0	-3	-6	-5	5	1
COc1cc(/C=N/NC(=O)Cn2cnc3c2c(=O)n(C)c(=O)n3C)cc(OC)c1OC	7	-5	-9	-1	-6	·	-5	·	-11
CNS(=O)(=O)c1cc(NC(=O)c2cncn2-c2ccccc2)ccc1C	3	16	-5	-2	-5	-12	-2	0	0
C=CCC1(CC=C)CCCN1C(=O)CC1C(=O)NCCN1Cc1ccc(OC)c(OC)c1 (stereo not drawn)	4	-1	1	-1	22	-3	-5	9	5
O=C(NCc1nc2ccccc2[nH]1)C1=C[C@@H](c2ccc(C(F)(F)F)cc2)C[C@@H](OCc2ccc(CO)cc2)O1	-2	7	-8	-10	-3	-14	-2	-3	-14
COc1ccc(CCC(=O)OCC(=O)N(CC(C)C)c2c(N)n(Cc3ccccc3)c(=O)[nH]c2=O)cc1	11	8	3	0	-13	-4	1	-8	-3
CCN(CC)CCCNC(=S)N1CCC(c2nc3ccccc3[nH]2)CC1	5	8	-2	-1	-12	5	-2	5	-8
CCCn1c(SCC(=O)N2N=C3/C(=C/c4ccc(OC)cc4)CCCC3C2c2ccc(OC)cc2)n[nH]c1=O (stereo not drawn)	2	38	-5	1	2	-1	0	3	3
COCCCNC(=O)Cn1nnc(-c2ccc(NC(=O)c3ccccc3OC)cc2)n1	-6	1	2	2	-2	2	-1	7	-7
COc1ccccc1-c1sc2ccccc2c1C#CC1(O)CCCCC1	·	6	·	·	·	-14	-1	3	·
COc1cc(SC)ccc1C(=O)NCCOc1ccc(F)cc1	6	-4	2	-1	5	-9	-2	2	0
CC(C)(C)c1ccc(CN2N=C(/C=C/c3ccccc3)CCC2=O)cc1	3	-44	-13	-5	-2	-1	-2	7	-14
Cc1ccc(N2CSC3=C(C#N)C(c4cccs4)CC(=O)N3C2)cc1 (stereo not drawn)	4	3	-7	-4	4	12	-23	12	8
CN(c1cnn(-c2ccccc2)c(=O)c1Cl)n1cccc1	1	-4	4	-1	-12	0	-4	3	1
CCOc1cccc(OCCCOc2cccc3cccnc23)c1	3	-1	1	-1	8	-8	0	5	9
CCOC(=O)C1CCN(C(=O)c2cccc(Cl)c2)CC1	11	-4	-2	1	-33	-8	-1	4	-4
COc1ccccc1C(CC(=O)Nc1ccc(Cl)cc1)c1ccc(OC(C)C)cc1 (stereo not drawn)	-7	-63	-44	-15	-3	-25	-6	-19	-1
Cc1nn(-c2ccccc2)c(C)c1/C=N/NC(=O)c1cnccn1	4	6	-4	2	0	-3	-4	-1	-15
COc1ccccc1/C=C/C=N/NC(=O)c1ccc(=O)n(C)c1	0	-2	2	1	4	-3	1	1	9
C=CCC[C@@H](Cc1ccc(F)cc1)C(=O)OC[C@H](Cc1c[nH]c2ccccc12)NC(=O)[C@@H](CC=C)CC(=O)NCCO	·	21	·	·	·	3	1	7	·

Rewritten with values under each structure: entries from further up.
The line under a structure holds: GSTO1 counter, PREPL inhibitor, LYPLA2 inh, LYPLA1 counter, ZTA counter, PAFAH2 FP inh, PAD4 inh, PAFAH1B3 inh, EBNA-1 inh
CC(C)N(C(=O)CS(=O)(=O)c1ccc(Cl)c(Cl)c1)C(C)C
    -6, 13, -1, -1, 0, 2, 4, 9, 2
CC(=O)c1ccc(NC(=O)CO/N=C(\C)c2cccs2)cc1
    -7, -9, 4, 2, 6, 3, 0, -2, -8

Further records follow:
molecule	GSTO1 counter	PREPL inhibitor	LYPLA2 inh	LYPLA1 counter	ZTA counter	PAFAH2 FP inh	PAD4 inh	PAFAH1B3 inh	EBNA-1 inh
Nc1ccc(Oc2ccc3nc(-c4ccccc4)c(-c4ccccc4)nc3c2)cc1	-2	19	2	-1	-8	-1	5	-2	5
CCc1ccccc1NC(=O)CN(c1cccc(OC)c1)S(C)(=O)=O	-3	5	4	-2	2	3	1	-2	-1
Cc1nc(Cl)sc1C(=O)Nc1ccccc1Cl	9	9	-6	-4	9	1	-2	0	-3
COc1ccc(NC(=O)COC(=O)C2CCN(S(=O)(=O)c3cccs3)CC2)cc1	-1	-2	-1	-2	-2	1	-1	11	-2
C/C(=C\c1ccccc1)C(=O)Nc1nc2ccc([N+](=O)[O-])cc2s1	2	9	-3	-5	1	-9	-1	-8	1
Cc1ccc(N=Nc2ccc(C)cc2NC(=O)Nc2ccccc2F)cc1	-2	-9	-1	0	-14	5	-10	11	-7
COc1ccc(C(=O)Nc2ccc3oc(-c4cccc(Cl)c4)cc(=O)c3c2O)cc1	0	-15	-17	-6	-5	-2	-1	1	19
O=C(O)CNC(=O)C(c1ccccc1)c1ccccc1	9	-6	-4	2	6	-5	-6	1	7
O=C(CN1C(=O)NC2(CCc3ccccc32)C1=O)NCc1ccccc1Cl (stereo not drawn)	·	5	4	-1	12	-3	-4	0	·
O=c1[nH][nH]c(=O)n1-c1ccccc1	3	0	-3	-1	12	-2	0	0	0
CC1CN(c2nc3ccccc3nc2C(C#N)C(=O)NCc2ccc3c(c2)OCO3)CC(C)O1 (stereo not drawn)	1	13	-7	2	9	11	-3	5	3
C#CCOC(=O)c1cc(Cl)c(=O)n(Cc2ccc(Cl)cc2Cl)c1	5	1	-3	-4	-1	-2	3	6	-5
CN(c1ccc(C(=O)O)cc1)S(=O)(=O)c1ccccc1	20	10	3	3	6	5	3	5	1
Cc1nc2sc(C(c3ccc(Cl)cc3)N3CC(C)OC(C)C3)c(O)n2n1 (stereo not drawn)	3	-6	1	3	4	-2	6	-2	-4
O=C1CNC(=O)c2c(nc3n2CCC3)N1	6	9	4	-4	-4	-2	0	6	-1
O=C(Cc1cc(=O)[nH][nH]1)N/N=C/c1cccc2ccccc12	34	6	-6	-2	1	5	-6	6	-5
